GalR3 antag – GalR3 antagonists in HEK293 cells, primary screen, cell-based, fluorescence readout; Galanin receptor type 3 (Homo sapiens), O60755; HEK293 GalR3-CNG cAMP membrane potential fluorescence; galR3 body fused to GalR1 C-terminus; inhibition, % at 3 µM; 0.44% of 360,000 active; AID 651719, 2012;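 active = inhibition above the screen-wide average plus 3 SD, cut at about 13% in these data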;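 note: forskolin and galanin both at EC90 stimulate the cells; cAMP rise reported by CNG channel membrane potential dye signal; 0% = forskolin plus galanin with DMSO and 100% = forskolin alone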
Target sequence (O60755 1-299 limits assumed): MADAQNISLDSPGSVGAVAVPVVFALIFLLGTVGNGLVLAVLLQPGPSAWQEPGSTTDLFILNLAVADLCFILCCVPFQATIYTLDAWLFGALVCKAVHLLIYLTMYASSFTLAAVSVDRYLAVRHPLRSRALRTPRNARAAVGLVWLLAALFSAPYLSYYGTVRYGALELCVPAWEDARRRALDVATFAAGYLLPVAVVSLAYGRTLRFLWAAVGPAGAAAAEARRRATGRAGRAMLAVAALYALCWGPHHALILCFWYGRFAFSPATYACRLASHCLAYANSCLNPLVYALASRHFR
VIM-2 inhibitor – VIM-2 metallo-beta-lactamase inhibitors, primary screen, biochemical, epi-absorbance readout, Pseudomonas aeruginosa enzyme; inhibition, % at 5.6 µM; purified VIM-2, nitrocefin hydrolysis, epi-absorbance fluorescence; 0.89% of 290,000 active;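 active = inhibition above the mean of all tested compounds plus 3 SD, cutoff set per screening run, cut at about 7.5% in these data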;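 note: red hydrolysis product quenches plate fluorescence so inhibitors raise well fluorescence; 0% = enzyme with DMSO and 100% = DMSO without enzyme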
V1R ag counter – agonists of human V1a receptor, primary screen, counter-screen for OXTR agonist project, fluorescence, CHO-V1R cells. Fluo-8 calcium fluorescence, agonist mode; 0% DMSO, 100% 3 nM vasopressin. AID 2797, 2010. Vasopressin V1a receptor (Homo sapiens), P37288. 0.25% of 320,000 active. activation, % at 3 µM;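 active = activation above the mean activation of all tested compounds plus 3 SD, per screening run, cut at about 20% in these data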;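 note: signal is peak over basal fluorescence ratio across a 100 second FLIPR read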
PHOSPHO1 inh – PubChem AID 1565; Phosphoethanolamine/phosphocholine phosphatase (Homo sapiens), Q8TCT1; recombinant PHOSPHO1, absorbance phosphatase assay; inhibition, % at 13.3 µM; 1.1% of 290,000 active; in the data active = inhibition above about 60%
Target sequence (Q8TCT1 whole entry, looked up): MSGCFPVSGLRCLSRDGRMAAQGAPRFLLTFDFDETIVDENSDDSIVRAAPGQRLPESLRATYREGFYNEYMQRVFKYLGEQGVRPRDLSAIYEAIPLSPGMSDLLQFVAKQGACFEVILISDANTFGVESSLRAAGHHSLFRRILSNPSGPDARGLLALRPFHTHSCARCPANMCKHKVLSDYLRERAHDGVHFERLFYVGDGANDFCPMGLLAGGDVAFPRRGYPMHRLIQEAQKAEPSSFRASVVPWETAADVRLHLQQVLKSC
GPR7 antag – GPR7 receptor antagonists, primary screen, cell-based, fluorescence, single concentration | inhibition, % at 4.4 µM | Neuropeptides B/W receptor type 1 (Homo sapiens), P48145 | 1.1% of 290,000 active | AID 1861, 2009 | GPR7-expressing cells, fluorescence antagonist assay; in the data active = inhibition above about 16%, passing the limit was not always enough;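 note: cells stimulated with the agonist NPW; 0% = agonist with vehicle and 100% = vehicle without agonist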
Target sequence (P48145 whole entry, looked up): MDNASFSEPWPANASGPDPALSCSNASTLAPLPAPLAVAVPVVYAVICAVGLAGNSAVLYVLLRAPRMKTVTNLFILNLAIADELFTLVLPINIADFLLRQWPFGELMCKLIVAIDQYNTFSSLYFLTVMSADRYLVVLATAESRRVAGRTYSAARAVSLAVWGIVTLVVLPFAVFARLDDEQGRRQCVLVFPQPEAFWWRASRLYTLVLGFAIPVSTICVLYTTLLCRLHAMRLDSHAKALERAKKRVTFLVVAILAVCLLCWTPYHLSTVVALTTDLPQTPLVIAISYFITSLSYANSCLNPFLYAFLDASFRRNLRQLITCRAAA
HCV NS3 hel inh – inhibitors of HCV NS3 helicase, primary screen, biochemical, Cy5 molecular beacon fluorescence. NS3 helicase DNA unwinding. inhibition, % at 10.9 µM. 0.56% of 290,000 active. AID 1800, 2009;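 active = inhibition above the mean of all tested compounds plus 3 SD, set per campaign, cut at about 35% in these data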;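 note: 0% = DMSO wells and 100% = thioflavine S control wells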
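test system = hepatitis C virus NS3 helicase domain fragment enzyme | reagent = annealed dual-labelled DNA beacon duplex, ATP-started | times = 1 h at 25 °C | detection = Cy5 fluorescence, 0 and 60 min reads | read-out basis = percent inhibition from t60/t0 fluorescence ratio | control set = DMSO and thioflavine S | replication = one well per compound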
OXTR agonist – human OXTR agonists, primary screen, fluorescence, CHO-OTR cells, Fluo-8 calcium. Oxytocin receptor (Homo sapiens), P30559. Fluo-8 calcium fluorescence; normalized: DMSO 0%, oxytocin 100%. activation, % at 3 µM. 0.32% of 320,000 active. AID 2435, 2010;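 active = activation above the mean of all tested compounds plus 3 SD, cutoff set per screening run, cut at about 20% in these data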;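 note: peak over basal fluorescence ratio from a 100 s FLIPR kinetic read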
DNA FID counter – compounds displacing fluorescent DNA intercalator, primary screen, artefact control for HCV NS3 helicase inhibitor project, biochemical, FID fluorescence; 0.17% of 290,000 active; inhibition, % at 7.9 µM; AID 1845, 2009; DNA fluorescent intercalator displacement; in the data active = inhibition above about 37%;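 note: 0% = vehicle and 100% = reference compound; higher means more ethidium bromide displaced from hairpin DNA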
IMP-1 inhibitor – IMP-1 metallo-beta-lactamase inhibitors, primary screen, biochemical, epi-absorbance readout, Pseudomonas aeruginosa enzyme. metallo-beta-lactamase IMP-1 (Pseudomonas aeruginosa). purified IMP-1, nitrocefin hydrolysis, epi-absorbance fluorescence. inhibition, % at 5.6 µM. 0.45% of 290,000 active. AID 1556, 2009;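 active = inhibition above the mean plus 3 SD of all compounds in the same screening run, cut at about 4.5% in these data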;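 note: 0% = IMP-1 with DMSO and 100% = DMSO wells lacking enzyme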
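Assay system: purified IMP-1; Quantity: IMP-1 0.2 nM before substrate addition; Medium: HEPES buffer pH 7.1 with ZnSO4 and Brij 35; Incubation: 15 min enzyme–compound preincubation, then 25 min nitrocefin reaction, 25 °C; Signal: fluorescence quenching readout, ex 480/em 530 nm; Controls: DMSO with and without IMP-1; Repeats: singlicate testing.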
Starred values were filed as active, the others as inactive; nt = not tested or not shown.

SMILES | GalR3 antag | VIM-2 inhibitor | V1R ag counter | PHOSPHO1 inh | GPR7 antag | HCV NS3 hel inh | OXTR agonist | DNA FID counter | IMP-1 inhibitor
Cc1ccc(Nc2nc(NCCO)nc3c2cnn3C)cc1Cl | 0 | -0.3 | -1.6 | 24 | 4 | 0 | -1.9 | -20 | -3.6
Cc1cc(NC(=O)C2CCCC2)n(-c2nc3ccccc3[nH]2)n1 | -6 | -3.9 | -1.4 | -1 | -5 | -1 | -1.6 | 3 | -2.3
Cc1cc(C)n(C(=O)c2cccc(S(=O)(=O)N3CCCC3)c2)n1 | -3 | 2.0 | 0.1 | -4 | 21* | 3 | -0.9 | 4 | 1.1
O=C(CCS(=O)CCC(=O)NCc1ccccc1)NCc1ccccc1 | -5 | -4.5 | 1.5 | 48 | -4 | 5 | 3.2 | -8 | -4.1
CC1(C)CN=C(N(C(=O)Nc2ccccc2)c2ccccc2F)S1 | -2 | -2.5 | 3.0 | 12 | -10 | -21 | 8.8 | -3 | -2.2
O=C(CSc1nnnn1C1CCCCC1)N1CCOCC1 | -1 | -2.2 | -0.2 | 50 | -16 | 1 | 0.1 | -3 | -2.4
CCc1ccc(NC(=O)C2CCN(C(=O)[C@@H]3Cc4ccccc4CN3)CC2)cc1 | -7 | -2.0 | 6.1 | 2 | 2 | -23 | 3.8 | 27 | -0.2
CC(=O)N(C)c1ccc(N=Nc2c(C)[nH]n(-c3ccccc3)c2=O)cc1 | -6 | 4.8 | 0.7 | 35 | -9 | -1 | 0.8 | -15 | -1.9
O=Cc1cccc(OCc2cccc3ccccc23)c1 | -12 | -3.7 | -0.4 | 42 | 18 | 17 | -1.9 | 4 | -2.4
CCN(CC)CCNC(C(=O)Nc1ccc([N+](=O)[O-])cc1Br)c1ccccc1 (stereo unspecified) | -8 | -2.5 | 1.9 | 4 | 2 | 2 | 1.3 | 9 | -1.8
CCCn1c(SCC(=O)Nc2ccccc2C(=O)OCC)nc2c1c(=O)n(C)c(=O)n2C | nt | -4.4 | nt | nt | -13 | 1 | nt | 6 | -0.1
Cc1cccc2c(=O)c(C(=O)NCc3ccc(F)cc3)c[nH]c12 | -8 | 0.5 | 1.5 | 8 | -8 | 1 | 1.7 | -2 | -3.4
O=C(N/N=C/c1ccccc1F)C(=O)N1CCCCCC1 | -9 | 1.9 | 0.5 | 22 | -2 | 17 | 0.6 | -19 | 2.5
Cc1cccc(N(CC(=O)N2CCCCCC2)S(C)(=O)=O)c1 | -10 | -2.2 | 1.0 | -3 | -10 | -5 | -0.1 | -9 | -1.1
CS(=O)(=O)c1ccc(-c2cn3cc(C(=O)O)ccc3n2)cc1 | -3 | -0.1 | 1.3 | 61* | -12 | 6 | 0.5 | 0 | -1.7
CC1CCN(C(=S)c2ccc([N+](=O)[O-])cc2)CC1 | -5 | 0.0 | 0.6 | 55 | -7 | -1 | -2.0 | 3 | -1.8
CC(=O)N1CC=C2C(C#N)=C(N)C(C#N)(C#N)[C@H](c3ccoc3)[C@H]2C1 | -5 | -0.9 | 1.3 | 0 | -7 | 0 | 0.6 | -4 | -1.2
COc1ccc(OCC(O)CN2CCN(Cc3ccc4c(c3)OCO4)CC2)cc1 (stereo unspecified) | -4 | 1.0 | 1.8 | 17 | -3 | -6 | 1.9 | 0 | -2.7
CN(C(=O)COc1ccccc1C(=O)NCCc1ccccc1)c1ccccc1 | -12 | 0.2 | 3.0 | 6 | 8 | 0 | -0.8 | -28 | -1.4
COc1ccc(/C(N)=N/OC(=O)CCCc2ccccc2)cc1 | -2 | -1.9 | -0.5 | 2 | 2 | 8 | -1.4 | -1 | -1.8
COc1ccc(CNS(=O)(=O)c2cn(C)c(=O)n(C)c2=O)cc1 | -1 | 0.7 | -0.2 | 14 | -7 | 0 | -0.5 | -2 | -1.4
O=C(O)c1ccccc1C(=O)Nc1cc(-c2ccccc2)[nH]n1 | -11 | -0.2 | -0.1 | 36 | -14 | -12 | -0.6 | -2 | -2.7
COc1ccc(CN2CCNC(=O)C2CC(=O)N(C)CC2CCOCC2)cc1C (stereo unspecified) | 3 | -0.2 | nt | nt | -13 | -1 | nt | -13 | 1.2
CCN(CCC(=O)Nc1cc(OC)cc(OC)c1)Cc1ccccc1 | -5 | -3.2 | 3.3 | -23 | -5 | -14 | 0.7 | 10 | -5.5
Cn1c(COc2ccc3ccccc3c2)nnc1SCC(=O)O | 0 | -2.5 | 1.1 | 62* | -2 | 4 | 1.4 | -16 | -3.8
CCn1cc([N+](=O)[O-])c(C(=O)Nc2ccc(Cn3nc(C)cc3C)cc2)n1 | nt | -1.3 | 0.6 | 16 | 11 | -3 | 0.6 | -6 | -1.7
CN(C)C(=O)COc1ccc2c3c(c(=O)oc2c1)CCCC3 | -10 | 3.9 | 0.3 | 13 | -8 | 15 | -0.5 | -24 | 1.1
Cn1c(SCC(=O)c2ccc(O)cc2O)nnc1-c1ccccc1 | -7 | -1.0 | -0.3 | 22 | -9 | 3 | 0.4 | -10 | -5.2
Cc1c(CC(=O)O)c(=O)oc2cc3oc4c(c3cc12)CCCC4 | -5 | -1.0 | 1.5 | -16 | -8 | -1 | 0.9 | -28 | -0.8
C=CCn1c(SCc2cccc(F)c2)nc2cc(C(=O)N3CCC(C(N)=O)CC3)ccc2c1=O | -3 | 7.2 | -0.2 | 36 | -4 | -6 | -0.7 | -33 | 0.0
N#Cc1nc(Cc2cccc3ccccc23)oc1NCCN1CCOCC1 | 2 | -0.1 | 6.3 | -4 | 2 | 4 | 3.4 | -9 | -1.4
O=C1/C(=C\c2cccnc2)SC(=S)N1C1CCS(=O)(=O)C1 (stereo unspecified) | nt | -7.7 | 0.6 | -38 | -10 | 1 | 0.6 | 1 | 1.9
CC(C)(C)OC(=O)NNC(=S)NC1CCCCC1 | -5 | -2.2 | 0.7 | -8 | -16 | -6 | 0.7 | -5 | -2.4
O=C(NNc1ncnc2sccc12)c1ccc(Cl)cc1 | -5 | -5.3 | 12 | 42 | -6 | 6 | 5.1 | -2 | -3.8
CCOc1ccc(S(=O)(=O)N2CCCCC2)cc1NC(=O)CN1C(=O)NC(CC)(c2ccccc2)C1=O (stereo unspecified) | 2 | -2.8 | 1.1 | 28 | -1 | -3 | 1.4 | -44 | -2.8
CN(C)Cc1cc(C(C)(C)C)cc(C(C)(C)C)c1O | 3 | -1.3 | 1.2 | 33 | -13 | 0 | 1.9 | 2 | -2.8
C=CCn1c(SCC(=O)/C(C#N)=C(\C)N)nc2sc(C)c(C)c2c1=O | -4 | 1.5 | -0.6 | 2 | 13 | -4 | -0.6 | -1 | 0.4
Cc1occc1-c1n[nH]c(=S)n1CC(C)C | -4 | 4.5 | 0.7 | -6 | -6 | 6 | 1.0 | -9 | -5.0
COc1ccc(CC(=O)O/N=C(\N)c2ccc(Br)cc2)cc1OC | -12 | -0.3 | 4.1 | 20 | 5 | -13 | 2.5 | -23 | -1.6
NC(=O)C1=C[C@H](c2ccc(C(F)(F)F)cc2)C[C@H](OCc2ccc(CO)cc2)O1 | -6 | 1.0 | 2.5 | 18 | 3 | -1 | 3.2 | -28 | -0.6
COc1ccc(NC(=O)CCC(=O)Nc2nnc(C(F)(F)F)s2)c(OC)c1 | -5 | -3.3 | 0.8 | -5 | -13 | 0 | 0.2 | -3 | 4.9*
CCCC(=O)Nc1nnc(SCC(=O)N2C(C)CCCC2C)s1 (stereo unspecified) | -5 | -2.4 | 1.0 | -9 | -12 | 8 | 3.3 | -29 | -3.3
Cc1ccc(-c2nc3sc4c(c3c(=O)n2N)CCCC4)cc1 | -6 | -0.6 | -1.1 | 14 | -5 | 0 | -2.1 | -13 | -5.5
COc1ccc(NC(=O)Cn2c(NCC(C)O)nc3ccccc32)cc1Cl (stereo unspecified) | 0 | -0.1 | 0.5 | 32 | 1 | -7 | -0.7 | 12 | -2.5
Cc1ccc(C(=O)Nc2ccc3c(c2)OCO3)cc1NC(=O)c1ccco1 | -5 | -0.8 | -0.4 | 53 | -5 | -4 | -0.7 | -1 | -4.2
CCN(CC1CCCO1)C(=O)c1cc(COc2ccc(OC)cc2Cl)on1 (stereo unspecified) | -7 | -7.6 | 1.6 | -27 | -2 | -3 | 2.7 | -26 | 0.3
Cc1ccc2nc(SCn3nnc4ccccc4c3=O)[nH]c2c1 | 2 | -0.8 | 0.8 | -31 | 5 | 0 | -1.3 | -5 | -0.8
CCCCNC(C(=O)Nc1cccc(S(=O)(=O)N2CCOCC2)c1)c1ccccc1 (stereo unspecified) | 2 | -1.2 | -0.3 | 16 | -4 | -1 | -1.4 | -18 | -4.1
C=CCC(C#Cc1ccc(C)cc1)N(CC)CC (stereo unspecified) | -5 | -2.5 | -0.1 | 9 | -8 | 1 | 0.9 | 2 | -0.5
O=C(Cn1nnc(-c2cccs2)n1)NCc1ccco1 | -2 | 1.1 | 0.8 | 64* | 10 | -3 | 0.9 | -11 | 0.8

Some of the entries so far, with two lines to a compound.
Sequence of screens – GalR3 antag	VIM-2 inhibitor	V1R ag counter	PHOSPHO1 inh	GPR7 antag	HCV NS3 hel inh	OXTR agonist	DNA FID counter	IMP-1 inhibitor
- COc1ccc(NC(=O)CCC(=O)Nc2nnc(C(F)(F)F)s2)c(OC)c1
→ -5	-3.3	0.8	-5	-13	0	0.2	-3	4.9*
- CCCC(=O)Nc1nnc(SCC(=O)N2C(C)CCCC2C)s1 (stereo unspecified)
→ -5	-2.4	1.0	-9	-12	8	3.3	-29	-3.3
- Cc1ccc(-c2nc3sc4c(c3c(=O)n2N)CCCC4)cc1
→ -6	-0.6	-1.1	14	-5	0	-2.1	-13	-5.5
- COc1ccc(NC(=O)Cn2c(NCC(C)O)nc3ccccc32)cc1Cl (stereo unspecified)
→ 0	-0.1	0.5	32	1	-7	-0.7	12	-2.5
- Cc1ccc(C(=O)Nc2ccc3c(c2)OCO3)cc1NC(=O)c1ccco1
→ -5	-0.8	-0.4	53	-5	-4	-0.7	-1	-4.2
- CCN(CC1CCCO1)C(=O)c1cc(COc2ccc(OC)cc2Cl)on1 (stereo unspecified)
→ -7	-7.6	1.6	-27	-2	-3	2.7	-26	0.3
- Cc1ccc2nc(SCn3nnc4ccccc4c3=O)[nH]c2c1
→ 2	-0.8	0.8	-31	5	0	-1.3	-5	-0.8
